HTR5A inv ag – inverse agonist of human HTR5A in OPRM1-OPRD1 counter-screen; P47898; HTR5A cell line, luminescence, inverse agonism; inhibition, % at 9.3 µM; hit rate 0.083% among 340,000; AID 504634; in the data active = inhibition mostly above about 23%, no sharp cut-off; inactive = mostly below about 18%;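 also: 0% = cells with DMSO and 100% = no-cell wells with DMSO; some compounds called inactive have numbers as strong as hits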
Target sequence (P47898 whole entry, looked up): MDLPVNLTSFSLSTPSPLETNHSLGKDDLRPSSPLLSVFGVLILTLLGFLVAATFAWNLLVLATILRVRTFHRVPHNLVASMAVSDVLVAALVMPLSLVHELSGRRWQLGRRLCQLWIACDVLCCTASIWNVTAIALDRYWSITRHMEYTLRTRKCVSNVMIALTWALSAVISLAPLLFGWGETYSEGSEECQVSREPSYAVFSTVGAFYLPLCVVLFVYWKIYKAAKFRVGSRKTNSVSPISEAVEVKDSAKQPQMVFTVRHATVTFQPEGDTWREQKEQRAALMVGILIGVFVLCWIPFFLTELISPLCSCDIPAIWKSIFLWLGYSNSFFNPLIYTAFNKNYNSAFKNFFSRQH
phage Ecoli inh – E. coli growth loss with phage present; growth absorbance; inhibition, % at 11.9 µM; hit rate 0.26% among 360,000; AID 651602; in the data active = inhibition above about 11%
SUMO Mot1 rescue – blocks SUMOylation pathway, rescuing yeast Mot1-301 growth; growth rescue, % at 18.8 µM; hit rate 1% among 320,000; S. cerevisiae Mot1-301 growth rescue, ATP luminescence, 38.5C; percent above DMSO median, 100 means doubled;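 active = every valid replicate shows activation above 250% relative to neutral control wells; inactive = the rest, any valid replicate at or below 250%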;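 also: OY570 slx delta 5 strain wells were the positive control but not used for scaling; some compounds called inactive have numbers as strong as hits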
AddAB inh – less growth of phage-infected E. coli with AddAB; inhibition, % at 11.9 µM; E. coli expressing H. pylori AddAB, absorbance growth; hit rate 0.29% among 330,000; in the data active = inhibition above about 12%;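 also: 0% = vehicle wells of infected cells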
Tat export inh – E. coli Tat transport inhibition. E. coli MC4100 TorA-mCherry Tat export, fluorescence. inhibition, % at 10 µM. hit rate 0.036% among 340,000. AID 488895;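 active = mean replicate inhibition at least 50% and at least half of replicates individually reaching 50%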;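 also: exported cargo escapes ClpAP degradation while cytoplasmic cargo is degraded and loses fluorescence; 0% = median of neutral control wells and 100% = median of NaSCN control wells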
PKA-R1A activ – activates the PKA-R1A holoenzyme complex | AID 504707 | P00514+P68181 | activation, % at 11.4 µM | PKA-R1A dissociation, Cy5-IP20 fluorescence polarization; scaled: DMSO 0%, 113 µM cGMP 100% | hit rate 0.083% among 340,000;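 active = percent activation above the mean of all tested compounds plus 3 SD, cut at about 19% in these data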;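 also: higher means more PKAc released from R1A so a rise in polarization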
CDK5 p35 inh – inhibitors of human CDK5/p35 kinase; inhibition, % at 10 µM; AID 488839; Recombinant CDK5/p35, ADP-Glo luminescence, 60 min; hit rate 0.01% among 330,000; Q00535+Q15078;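 active = highest replicate inhibition of at least 50% and at least 75% of replicates reaching 50%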;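 also: plate controls were DMSO neutral control for no effect and GW8510 at 10 µM for full effect; many of its hits are not listed in these tables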
Ecoli viability – reduces bacterial viability in AddAB counter-screen; inhibition, % at 11.9 µM; hit rate 0.27% among 330,000; E. coli V3065 growth, OD600 absorbance, 18 h;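 active = inhibition above the campaign's mean inhibition across all tested compounds plus 3 SD, cut at about 9.9% in these data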;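 also: uninfected addAB+ strain grown without phage in ampicillin broth; 0% = DMSO wells and 100% = ciprofloxacin 0.95 µg/ml wells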
HTR5A ag ctr – HTR5A agonism, opioid heterodimer counter-screen; HTR5A agonist assay, luminescence, cell-based; activation, % at 9.3 µM; AID 504692; P47898; hit rate 0.61% among 340,000; in the data active = activation mostly above about 9.5%, no sharp cut-off; inactive = mostly below about 7.6%;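 also: 0% = cells with vehicle only and 100% = reference agonist; strong numbers were not always called active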
DAGLB inh – blocks human DAGLB lipase activity | Q8NCG7 | HEK293T DAGLB membrane lysate, EnzChek fluorogenic substrate | inhibition, % at 5.17 µM | hit rate 0.059% among 340,000; in the data active = inhibition above about 34%;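 also: 0% = enzyme with vehicle and 100% = wells lacking enzyme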
Target sequence (Q8NCG7 whole entry, looked up): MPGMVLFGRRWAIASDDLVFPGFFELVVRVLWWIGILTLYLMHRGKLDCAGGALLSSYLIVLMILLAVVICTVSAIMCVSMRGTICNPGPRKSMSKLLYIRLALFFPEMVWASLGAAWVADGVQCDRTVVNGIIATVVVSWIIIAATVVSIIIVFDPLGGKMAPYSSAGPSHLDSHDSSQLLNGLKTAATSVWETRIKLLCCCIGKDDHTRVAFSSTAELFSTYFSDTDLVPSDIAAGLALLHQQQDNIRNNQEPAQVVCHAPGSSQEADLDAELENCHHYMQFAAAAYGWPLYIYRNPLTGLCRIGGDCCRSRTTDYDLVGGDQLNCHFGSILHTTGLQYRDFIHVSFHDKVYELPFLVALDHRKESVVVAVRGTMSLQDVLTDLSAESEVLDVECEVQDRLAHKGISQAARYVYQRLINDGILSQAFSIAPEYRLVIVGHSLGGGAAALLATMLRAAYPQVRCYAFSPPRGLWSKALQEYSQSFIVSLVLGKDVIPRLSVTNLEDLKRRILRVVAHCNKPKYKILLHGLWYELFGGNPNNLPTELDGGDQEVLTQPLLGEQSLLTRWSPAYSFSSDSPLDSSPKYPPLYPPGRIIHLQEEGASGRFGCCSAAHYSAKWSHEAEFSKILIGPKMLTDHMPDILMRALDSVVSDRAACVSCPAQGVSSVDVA
PKA-R2B act – activates the human PKA-R2B holoenzyme complex; activation, % at 11.4 µM; PKA-R2B holoenzyme dissociation, Cy5-IP20 fluorescence polarization; R2B truncated from residue 108, S112A mutant; 0% DMSO only, 100% 113 µM cGMP; P22694+P31323; hit rate 0.079% among 340,000;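 active = activation above a cutoff set at the mean over all compounds plus 3 SD, cut at about 18% in these data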;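 also: higher means more holoenzyme dissociation and a rise in polarization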
Starred values were filed as active, the others as inactive; nt = not tested or not shown. Rows are unselected. Share with any hit: about 2.3%.

SMILES | HTR5A inv ag | phage Ecoli inh | SUMO Mot1 rescue | AddAB inh | Tat export inh | PKA-R1A activ | CDK5 p35 inh | Ecoli viability | HTR5A ag ctr | DAGLB inh | PKA-R2B act
Cc1ccc(C)c(S(=O)(=O)N/N=C/c2cccnc2)c1 | -28 | 4.1 | 2 | 2.3 | -5 | 4 | -2.2 | 0.2 | 10 | -3 | -9
Cc1ccccc1CNC(=O)c1cc2ccccc2o1 | -19 | 1.1 | 186 | -0.6 | 8 | -16 | -0.3 | 1.5 | 5 | -4 | 2
Cc1ccccc1N1CC(C(=O)Nc2ccc3c(c2)OCO3)CC1=O (stereo not given) | 5 | 2.1 | 7 | 2.5 | -4 | 6 | -1.3 | -2.3 | -2 | 2 | 5
O=C(Cn1cc(C(F)(F)F)ccc1=O)Nc1ccc2c(c1)OCCO2 | -4 | 2.6 | 5 | 0.2 | 1 | 2 | 1.7 | -2.7 | 1 | 0 | -6
C=CCC1NS(=O)(=O)OC2CCCCC12 (stereo not given) | -7 | 4.3 | 2 | 0.8 | -5 | 0 | 0.8 | -1.5 | -3 | 1 | -6
Cc1oc2c(CN3CCOCC3)c(O)ccc2c(=O)c1-c1ccccc1 | -24 | 2.6 | 0 | 0.2 | 1 | -5 | 1.4 | -0.7 | -5 | 4 | -7
Cc1cc(C)cc(NC(=O)C2CCCN(c3nc(C)cc(C)n3)C2)c1 (stereo not given) | -36 | 4.8 | -13 | 0.1 | 1 | 3 | 0.5 | -2.6 | 5 | 1 | 0
CC1(C)CC(=O)c2sc(NC(=O)C3COc4ccccc4O3)nc2C1 (stereo not given) | -24 | 0.6 | -2 | -0.8 | 3 | 3 | 0.6 | -1.3 | -4 | -1 | -1
COc1cccc(C2CC(=O)N3CN(c4cccc(Cl)c4C)CSC3=C2C#N)c1OC (stereo not given) | -25 | 2.7 | -6 | 0.5 | 0 | 4 | 0.5 | -0.4 | 7 | 3 | -7
COc1cccc(-c2c(-c3cc(OC)cc(OC)c3)n(C)c3ccc(-c4ccc5[nH]ccc5c4)cc23)c1 | -3 | 1.3 | 1 | 1.1 | -14 | -14 | 0.9 | -3.7 | -2 | -7 | -12
Nc1nnnn1/N=C/c1cc(Cl)cc(Cl)c1O | -10 | 3.0 | 34 | 0.2 | -12 | 1 | -0.1 | -0.6 | 12 | -17 | -6
O=C(Cn1c(-c2cscn2)nc2ccccc21)Nc1ccc2ccccc2c1 | nt | 4.8 | -18 | 3.3 | 4 | -5 | 0.2 | -0.2 | nt | 0 | 2
Cc1noc2ncnc(Sc3ccccc3Cl)c12 | 11 | -7.6 | 10 | -0.6 | 2 | -2 | 1.7 | -2.1 | -1 | -8 | -4
Cc1cc(C(=O)NC2CCC(O)CC2)c(C)o1 (stereo not given) | -7 | 2.5 | 2 | -0.3 | -11 | 3 | 0.7 | -1.9 | 3 | 2 | -6
CCOC(=O)C1=NNC(C(=O)OCC)C1C(=O)OCC (stereo not given) | 2 | 1.5 | nt | nt | 9 | -6 | 6.1 | nt | 0 | 0 | 3
COc1ccccc1NC(=O)c1ccc(NS(=O)(=O)c2ccc(F)c(F)c2F)cc1 | 1 | 4.2 | 55 | 1.6 | -1 | -6 | 0.1 | -1.2 | 0 | 3 | -10
CN1C(=O)NC(c2ccc(Cl)cc2)C2=C1CC(C)(C)CC2=O (stereo not given) | 7 | -0.9 | -6 | -0.7 | 3 | 1 | 0.3 | -3.0 | -2 | 0 | 9
COc1ccc(-c2csc(Cc3nnc(N4CCOCC4)n3-c3ccccc3)n2)cc1OC | -20 | nt | 0 | 0.4 | -2 | -4 | -0.6 | 0.2 | 9 | 3 | -3
O=C(CCCC(=O)NN=Cc1ccc(Cl)cc1Cl)NN=Cc1ccc(Cl)cc1Cl | -12 | 3.3 | nt | nt | 1 | -4 | -4.9 | nt | 3 | -2 | -10
Cc1occc1C(=O)NCc1ccco1 | -19 | 0.2 | 147 | 1.4 | 10 | 1 | -0.4 | -0.2 | 4 | 1 | 3
O=C(C[n+]1cc(-c2ccc(F)cc2)n2c1CCC2)N1c2ccccc2Sc2ccccc21 | -1 | 0.9 | 17 | 3.7 | 22 | -1 | -1.9 | -1.3 | 0 | 3 | -18
CC(=O)c1sc(NC(=O)c2ccccc2)nc1-c1ccccc1 | -21 | 5.3 | 6 | 4.5 | -6 | -7 | -0.8 | 3.1 | 6 | -3 | 0
COC(=O)Cc1csc(/N=C/c2c(O)n(-c3cccc(C(F)(F)F)c3)c(=O)c3ccccc23)n1 | 6 | 1.8 | 178 | 1.1 | -6 | -5 | -0.9 | 0.3 | -2 | 0 | -1
Cc1ccccc1Nc1c([N+](=O)[O-])ccc2nonc12 | -11 | 1.0 | -14 | 0.0 | 1 | 1 | 1.6 | 1.2 | 3 | -1 | -4
CC12CCC(C)(c3nc4ccccc4nc31)C2(C)C | -4 | 4.4 | 13 | 4.7 | -6 | -4 | 0.9 | 1.5 | 6 | -4 | 2
CN1CCN(CCCNC(=O)CN2C(=O)COc3ccccc32)CC1 | -1 | -0.4 | 241 | 4.5 | -7 | 5 | 3.1 | 1.0 | 0 | -1 | -11
CCN(CC)C(CNS(=O)(=O)c1ccc(Cl)cc1)c1ccccc1 (stereo not given) | -12 | 3.0 | -28 | 2.2 | 4 | -10 | -1.0 | 3.7 | 0 | -7 | 7
O=C(Nc1ccncc1)Nc1cccc(Cl)c1Cl | -32 | 1.7 | 3 | nt | 5 | -1 | -0.5 | nt | 4 | -3 | 8
O=C(Cc1c(F)cccc1Cl)Nc1ccccc1C(=O)N1CCOCC1 | -2 | -1.3 | 5 | 2.7 | -7 | 4 | -2.3 | 3.1 | 1 | -3 | 0
O=C(CCc1ccc(Oc2cc([N+](=O)[O-])cc([N+](=O)[O-])c2)cc1)N1CCCCCC1 | -8 | 3.3 | 10 | -0.8 | 11 | -5 | 1.4 | -0.4 | 2 | -8 | -1
CC1CN(C(=O)c2ccc(NS(=O)(=O)c3ccc(F)cc3)cc2)CC(C)O1 (stereo not given) | 0 | 1.8 | 4 | -0.1 | -1 | 3 | -3.1 | 1.6 | -3 | 0 | -3
COc1c(F)cc2[nH]c3c(c2c1F)CCNC3=O | -4 | 3.3 | 0 | 4.4 | -5 | 13 | 1.9 | 1.4 | 0 | 2 | -10
CC(=O)Oc1c(C)c(OC(C)=O)c2c(c1C(C)=O)OC1CC(=O)C(C(C)=O)=C(O)C21C (stereo not given) | 9 | 0.1 | -7 | 2.1 | 4 | -8 | 0.9 | 0.1 | -2 | -4 | -1
COC(=O)c1c(NC(=O)C2CC(=O)NN2Cc2ccccc2)sc(C)c1C (stereo not given) | 9 | 0.4 | -13 | -0.3 | 5 | -6 | 5.7 | -1.0 | -3 | -8 | -9
NC(=O)NCCc1ccccc1 | -11 | 1.0 | -14 | -1.8 | -1 | -3 | 1.9 | 2.3 | 2 | -1 | -3
CC(=O)Nc1ccc(S(=O)(=O)N(C)CC(=O)N/N=C/c2ccncc2)cc1 | 0 | -2.1 | 203 | 2.5 | 6 | -6 | 0.0 | -2.0 | 0 | -2 | 9
CCn1c(C(=O)N2CCCC(C(=O)NCCCc3ccccc3)C2)cc2sccc21 (stereo not given) | 16 | 2.0 | 83 | -0.5 | 11 | 3 | 4.5 | -0.4 | -2 | 0 | 2
Cc1ccc2nc(-c3ccc(NC(=O)COC(=O)c4ccc(=O)[nH]c4)cc3)sc2c1 | -23 | 2.1 | 61 | 1.8 | 1 | -5 | 0.8 | 0.9 | 9 | -1 | 13
C=CC[C@@H](CC(=O)N[C@@H](CO)Cc1ccccc1)C(=O)N[C@@H](C)COC(=O)[C@@H](CC=C)Cc1ccc(F)cc1 | 24 | 0.8 | 12 | 1.1 | 4 | -9 | 0.7 | 0.0 | -10 | -2 | -1
COc1ccc(NC(=O)c2coc3ccccc23)cc1OC | 4 | 1.5 | 3 | -1.2 | -16 | -4 | -0.4 | -2.7 | -2 | 2 | -6
Cc1cc(-c2ccccc2)nc(N(C)NC(=O)C2CC2)c1S(C)(=O)=O | -2 | 4.0 | -3 | 1.4 | -9 | 1 | -2.9 | -1.6 | -1 | -1 | -3
CCOc1ccc(CN(C)CC(=O)Nc2ccc(N3CCOCC3)cc2)cc1OC | 3 | 2.6 | 16 | 4.8 | 5 | -1 | -2.5 | 1.8 | 1 | -3 | -9
O=C(NC(=S)Nc1cc(S(=O)(=O)N2CCOCC2)ccc1N1CCOCC1)c1ccco1 | 0 | 7.0 | 365 | 0.9 | 0 | -9 | -2.0 | -0.6 | 1 | 0 | -5
CC(C)(C)OC(=O)[C@H](Cc1ccccc1)NC(=O)c1[nH]cnc1C(=O)Nc1cccc(Cl)c1 | 17 | 3.0 | -14 | 2.1 | -6 | 6 | 1.1 | 1.7 | 3 | -5 | -1
COc1cccc(CNC(=O)CSc2nnc3c(n2)[nH]c2ccc(C)cc23)c1 | -7 | 3.0 | -8 | 2.8 | -8 | 13 | -0.7 | 3.1 | 2 | 0 | 7
C/C(Nc1ccccc1C(F)(F)F)=C1/CCOC1=O | 3 | 1.2 | 1 | -1.7 | 23 | -8 | 0.5 | -1.2 | 2 | 0 | -7
O=C1CCCC(=O)N1c1ccc(F)cc1 | 3 | 5.5 | -8 | 0.8 | -8 | 3 | 0.4 | 1.2 | -1 | -1 | 8
C=CC(=O)N(CCC)C(c1ccccc1)c1ccccc1OC (stereo not given) | -10 | -0.8 | 53 | 0.5 | 2 | 7 | 0.6 | -1.0 | 4 | -4 | -5
COc1ccc2[nH]c(C(=O)Nc3ccc(F)cc3Br)cc2c1 | -14 | 2.0 | 17 | -1.4 | 6 | -4 | 0.4 | -1.6 | 8 | -8 | -6
Cc1nc(N(C)C)c2sc(=S)n(-c3ccccc3)c2n1 | -5 | 3.0 | -4 | 1.8 | 0 | -4 | -1.9 | 0.3 | 2 | 2 | -15
(listing goes on)
SMILES | HTR5A inv ag | phage Ecoli inh | SUMO Mot1 rescue | AddAB inh | Tat export inh | PKA-R1A activ | CDK5 p35 inh | Ecoli viability | HTR5A ag ctr | DAGLB inh | PKA-R2B act
O=C(c1ccsc1)N1CCN(C(=O)c2cccs2)CC1 | -5 | 3.8 | nt | -1.4 | -5 | -6 | -0.1 | -0.2 | -3 | 0 | -7
CCN1CCN(C(=O)c2ccc3c(c2)N(Cc2ccccc2F)C(=O)c2ccccc2S3(=O)=O)CC1 | 7 | 3.4 | nt | 1.2 | 1 | 4 | 0.6 | 0.0 | 5 | -1 | 1
Cc1nnc(SCC(=O)Nc2cccc(N)c2)n1-c1ccccc1 | -4 | 2.9 | -7 | 2.0 | -8 | -14 | 0.8 | 1.0 | 1 | -3 | 1
COc1ccccc1C1CC(c2ccccc2)=NN1S(=O)(=O)c1ccccc1 (stereo not given) | -28 | 0.4 | 3 | 2.9 | 6 | -12 | -1.1 | -0.2 | 3 | -3 | 5
Cn1c(NC(=O)c2ccco2)c(-c2ccc(Cl)cc2)c(=O)c2ccccc21 | 5 | 2.8 | -12 | 1.8 | -3 | 17 | 0.7 | 0.6 | 1 | 1 | -6
O=C(CCN1C(=O)COc2ccccc21)N1CCN(c2ccccc2)CC1 | -12 | -2.5 | 1 | 0.8 | -1 | 6 | -0.9 | 1.9 | 4 | -1 | 2
